Screening data: PubChem, National Center for Advancing Translational Sciences (NCATS)
Lipid storage S3 = qHTS Assay for Lipid Storage Modulators in Drosophila S3 Cells. Drosophila S3 cells, BODIPY lipid droplet fluorescence, 18-24 h; cells fed with added oleic acid. Potency in µM for hits, for the others lipid storage change, negative = inhibition, % at the top dose, mostly 46.1 µM. 320,000 tested, 0.64% active. AID 2685; active means well fitted inhibition curve with a large enough effect in the signal ratio, with a control signal flat, not every such curve was filed as active; inconclusive means small, poorly fitted or top-dose-only effect, or effect the other way, or a change in a side signal; the % refers to the signal ratio
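Drosophila S3 cells loaded with oleic acid (400 uM, as added) and compounds at several concentrations; lipid droplets imaged by 488-nm laser-scanning cytometry, 500–530 nm intensity and object ratio to cell channel. Percent activity normalized to 20 uM Triacsin C.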
Lipid storage S3 cell count max = recorded beside Lipid storage S3, whose call it bears; cell number change, %; measured here: cell count max response;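 cells counted by Cell Tracker Red CMTPX staining in the red channel; peak over a dose series mostly up to 46.1 µM; percent activity relative to internal control wells on each plate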
* marks the source's active call; other numbers are inactive results; i = inactive; ? = inconclusive; . = not tested or not shown; [ ] = another dose, or the depositor's remark. On the % scale 0 is the no-effect control and ±100 the full control effect; potency means the concentration at half of the fitted maximal effect. Only part of the results is shown; the hit share may differ from the screen's.

SMILES | Lipid storage S3 | Lipid storage S3 cell count max
COc1cccc(CNC(=O)N2CCN(c3ccccc3Cl)CC2)c1 | ? | .
COc1ccccc1NC(=O)c1cnc(SCC(=O)NCCc2ccccc2)n(C)c1=O | ? | .
O=C(N/C(=C\c1ccc(F)cc1)C(=O)N1CCCCCC1)c1ccccc1 | ? | .
COc1ccc(C2N(c3ccc(OC)cc3)C(=S)N3CCCN23)cc1 (configuration not stated) | 4% | 0
O=C(Cc1ccc([N+](=O)[O-])cc1)N/N=C/c1cccs1 | 5% | 8
CSCc1c(C(=O)Nc2ccc3c(c2)OCO3)oc2ccccc12 | ? | .
CCOc1ccc2[nH]c(=O)c(CN(CCO)C(=O)CC)cc2c1 | ? | .
COc1ccc(NC(=S)NC(NC(=O)c2cccc(Cl)c2)C(Cl)(Cl)Cl)c([N+](=O)[O-])c1 (configuration not stated) | -11% | -15
O=C(c1ccccc1)C(Cn1cncn1)C(Sc1ccccc1)c1ccccc1 (configuration not stated) | ? | .
Cc1n[nH]c(C)c1S(=O)(=O)N1CCc2ccccc2C1 | i | 25
Cc1cccnc1NC(=O)c1ccc(C(=O)c2ccccc2)cc1 | ? | .
O=C(COC(=O)C1CC1)Nc1ccccc1Sc1ccccc1 | ? | .
O=C(NCc1cccc(C(F)(F)F)c1)C1CCCN(c2ncccn2)C1 (configuration not stated) | i | 24
COc1ccc(-n2nc3c(N4CCC(C(=O)NCc5ccco5)CC4)nnc(C)c3c2C)cc1 | ? | .
COc1ccc(Cc2nnc(SCC(=O)NCC3CCCO3)o2)cc1 (configuration not stated) | -13% | 0
Cc1oc(-c2cccs2)nc1CS(=O)CC(=O)NCCCOC(C)C (configuration not stated) | i | -12
CN(C)C(CN=C1NS(=O)(=O)c2ccccc21)c1ccco1 (configuration not stated) | ? | .
CC1(C)COC(c2cc([N+](=O)[O-])ccc2Cl)=N1 | ? | .
COc1ccc(-c2noc(CCC(=O)Nc3cccnc3)n2)cc1 | -14% | -11
COc1ccccc1NS(=O)(=O)c1cccc(C(=O)NNC(=O)c2ccc(NC(C)=O)cc2)c1 | ? | .
Cc1ccc(CCN2CC(C(=O)NCc3ccco3)CC2=O)cc1 (configuration not stated) | i | 16
COc1ccc(-c2cc(O)cc(O)c2)cc1 | i | .
CC1(C)SC(=S)N(Cc2ccc3c(c2)OCO3)C1N(O)C(=O)NC1CCCCC1 (configuration not stated) | ? | .
COc1ccc(OCCCn2c(=O)oc3ccccc32)cc1 | 8% | -2
Cc1cccc(-c2nnc(SCC(=O)NC3CC3)n2C)c1 | i | 11
CC(=O)c1cc(C#N)c(NCc2ccccc2)nc1C | 20%[9.22 µM] | -5
Cc1cccc(NC(=S)NCC23C=CC(O2)C2C(=O)N(c4ccc(Cl)cc4)C(=O)C23)c1 (configuration not stated) | ? | .
O=C(COc1ccc([N+](=O)[O-])cc1)Nc1ccc(NC(=O)c2ccccc2)cc1 | 8% | -8
COc1ccc(N2C(=O)CSC23CCC(C(C)(C)C)CC3)cc1 (configuration not stated) | ? | .
O=C(NCc1cccnc1)c1cc2nc(-c3cccs3)cc(C(F)(F)Cl)n2n1 | ? | .
CC(C)(C)C(=O)NCc1ccc(C(=O)CN2C(=O)NC3(CCCC3)C2=O)s1 | ? | .
O=C1Nc2cc(C(=O)N3CCN(Cc4ccccc4)CC3)ccc2SC1N1CCOCC1 (configuration not stated) | -6% | 4
CCNCCC(=O)N1c2ccccc2Sc2ccc(C(F)(F)F)cc21 | ? | .
COc1ccc2oc(=Nc3cccc(F)c3)c(C(N)=O)cc2c1 | ? | .
CC(c1nc2ccccc2c(=O)[nH]1)N(C)c1ccc2ccccc2c1 (configuration not stated) | ? | .
CN(Cc1ccccc1)C(=O)c1cccc(N2C(=O)C3CC=CCC3C2=O)c1 (configuration not stated) | 11% | 11
NC(=O)C[C@@H]1N[C@]2(C(=O)Nc3ccccc32)[C@@H]2C(=O)N(C3CCCCC3)C(=O)[C@H]12 | ? | .
O=C(CSc1nn(-c2ccccc2)c(=S)s1)Nn1cnnc1 | -3% | 14
O=C(O)C1CCN(S(=O)(=O)c2ccc(N3CCCC3C(=O)O)c([N+](=O)[O-])c2)CC1 (configuration not stated) | -7% | -4
Nc1nnc(SCC(=O)OCc2ccc(F)cc2)s1 | 11% | 9
COc1ccc(CN(C)S(=O)(=O)c2nnc(NC(=O)c3ccc(C)cc3)s2)cc1OC | ? | .
C/C(=N\NC(=O)C(c1ccccc1)c1ccccc1)c1ccc(O)cc1 | ? | .
Cc1nnc(SCc2ccccc2)n1N | i | .
C=CCN(c1ccccc1)S(=O)(=O)c1ccc2c(c1)NC(=O)C(C)C(=O)N2 (configuration not stated) | ? | .
O=C1CSCC(=O)N1c1ccccc1 | -3% | 1
CSCC(=O)N1CCC(n2nccc2NC(=O)CCCc2ccccc2)CC1 | -20% | 9
CCCC(=O)Nc1ccc(N2CCN(C(=O)c3ccccc3C)CC2)cc1 | i | 0
Cc1cccnc1NC(=O)c1cc2c(=O)oc3ccccc3c2s1 | ? | .
CCCCN(CC)C(=O)C1CCCN(S(=O)(=O)c2cccc3nsnc23)C1 (configuration not stated) | i | -1
COc1ccc(N2CCN(C3CCCCC3NS(=O)(=O)c3ccccc3)CC2)cc1 (configuration not stated) | 24% | -7

The closing five records of the part above come first, to join the parts:
SMILES | Lipid storage S3 | Lipid storage S3 cell count max
CSCC(=O)N1CCC(n2nccc2NC(=O)CCCc2ccccc2)CC1 | -20% | 9
CCCC(=O)Nc1ccc(N2CCN(C(=O)c3ccccc3C)CC2)cc1 | i | 0
Cc1cccnc1NC(=O)c1cc2c(=O)oc3ccccc3c2s1 | ? | .
CCCCN(CC)C(=O)C1CCCN(S(=O)(=O)c2cccc3nsnc23)C1 (configuration not stated) | i | -1
COc1ccc(N2CCN(C3CCCCC3NS(=O)(=O)c3ccccc3)CC2)cc1 (configuration not stated) | 24% | -7
CCOCCCn1c(=S)[nH]c2cc(C(=O)NCc3ccc(F)cc3)ccc2c1=O | i | 34
O=C1[C@@H]2C(Cc3ccc(O)cc3)NC3(C(=O)Nc4ccc(F)cc43)[C@@H]2C(=O)N1c1ccccc1 (some centres not stated) | ? | .
CCC(C)N(C(=O)COC(=O)c1cc([N+](=O)[O-])ccc1N)C1CCS(=O)(=O)C1 (configuration not stated) | ? | .
COc1ccccc1NC(=O)C1Cc2ccccc2CN1C(=O)c1ccco1 (configuration not stated) | ? | .
COc1ccc(CN(C(=O)c2ccco2)c2ccccc2)cc1 | 8% | 3
Cc1ccc(CSCC(=O)N2CCN(c3ccc(F)cc3)CC2)cc1 | ? | .
O=C(CN1C(=O)NC2(CCSC2)C1=O)NCc1ccccc1 (configuration not stated) | ? | .
CCc1nn(C(C)C(=O)N(C)Cc2ccccc2)c(=O)c2cc3occc3n12 (configuration not stated) | i | -18
O=C(NC1CCCC1)C(Cc1ccccc1)n1cccc1 (configuration not stated) | ? | .
COc1cccc(C(=O)Nc2ccc(Oc3cccc(C(F)(F)F)c3)nc2)c1 | ? | .
COC(=O)c1ccc2c(=O)n(Cc3ccco3)c(SCC(=O)Nc3ccc(C)c(Cl)c3)nc2c1 | ? | .
CC(=O)c1c(C)[nH]c(C(=O)OCC(=O)NCCC2=CCCCC2)c1C | i | -19
CCOC(=O)Cc1cc(=O)n2[nH]c(-c3ccc(C)cc3)cc2n1 | ? | .
CCOC(=O)N1CCN(C(=O)COC(=O)Cc2ccc(Cl)cc2)CC1 | ? | .
CCNC(=S)NNC(=O)c1cccs1 | 7% | 12
CC(C)NC(=S)NC(=O)/C=C/c1cccc2ccccc12 | ? | .
CCOC(=O)Cc1csc(NC(=O)CSc2nnc(-c3ccc(C)cc3)o2)n1 | 9% | 7
CCc1nnc(NC(=O)CCS(=O)(=O)Cc2ccccc2)s1 | ? | .
CCOC(=O)C1=C(N)Oc2cc(O)ccc2C1c1ccc([N+](=O)[O-])cc1 (configuration not stated) | ? | .
COc1cccc(C(=O)NNC2=CC(=O)CC(C)(C)C2)c1 | -4% | .
COC(=O)N/N=C/c1sc(N2CCCCC2)nc1-c1cccs1 | ? | .
Cc1cccc(N(CC(=O)NC2CCCCC2)C(=O)CCC(=O)Nc2ccccn2)c1 | ? | .
O=C(CCNc1ccc(Cc2ccncc2)cc1)c1ccc([N+](=O)[O-])cc1 | 7% | 20
Cc1nc2ccccc2c(=O)n1NC(=O)c1c(O)c2c(n(CC(C)C)c1=O)CCCC2 | 1% | 9
CC(=O)Nc1ccc(NC(=O)CN2CCN(c3ccccn3)CC2)cc1 | ? | .

(listing goes on)
Structure | Lipid storage S3 | Lipid storage S3 cell count max
OC1(c2nc3ccccc3[nH]2)CCCCC1 | -4% | 22
CCCNC(=O)CN1C(=O)NC(CC)(c2ccc(F)cc2)C1=O (configuration not stated) | ? | .
Cc1ccsc1CNCc1cc(Cl)ccc1O | ? | .
CSCCC(NC(=O)c1ccccc1)C(=O)N1CC=C(c2ccccc2)CC1 (configuration not stated) | ? | .
Cc1ccc(N2CC(C(=O)OCC(=O)Nc3cccc(Cl)c3C)CC2=O)cc1 (configuration not stated) | ? | .
CC1=C(C(=O)OC2CCCCC2)C(c2ccc(C)o2)C2=C(CCCC2=O)N1 (configuration not stated) | ? | .
Cc1ccc2nc3n(c(=O)c2c1)-c1ccc(Cl)cc1C(=O)NC3Cc1ccccc1 (configuration not stated) | -11% | 5
COc1cc(NC(=O)CSc2nc3c(C)ccc(C)c3cc2C)c(C(=O)O)cc1OC | ? | .
CCN(CC)CCNCc1ccc(-c2ccc(Cl)cc2)o1 | 6% | -17
CCOc1cc(/C=C2/C(=O)ON=C2C)ccc1OCc1ccccc1 | ? | .
Cc1cc(NC(=O)c2ccc(S(=O)(=O)N3CCCC3)cc2)nc2c1c(=O)oc1ccccc12 | -7% | -26
CCOC(=O)C1(CCCc2ccccc2)CCN(CCCn2cccn2)CC1 | -8% | -6
Cc1cccc(CSC2=NCCN2C(=O)c2ccco2)c1 | -1% | 3
CN1CCN(NC(=O)CN2C(=O)/C(=C/c3ccccc3Cl)SC2=S)CC1 | 11% | 24
Cc1ccc(CSCC(=O)NCc2cccs2)cc1 | 0% | 7
CCC(CC)C(=O)Nc1nnc(S(=O)(=O)N2CCCCCC2)s1 | 8% | 8
N#C/C(=C\c1ccc2c(c1)OCCO2)C(=O)NC1CCCCC1 | ? | .
COc1ccc(OC)c(S(=O)(=O)Nc2ccc3c(c2)C(=O)OC3)c1 | ? | .
CCOC(=O)CN1NC2(CCCCCC2)NC1=S | -6% | 4
COc1cccc(CNC(=O)C2CCN(S(=O)(=O)N3CCC(C)CC3)CC2)c1 | ? | .
Cc1ccc(C(=O)NCc2occc2C(=O)O)o1 | -18% | -19
O=C(CSc1nnnn1C1CCCCC1)NCc1ccco1 | i | 6
Cc1ccccc1-c1nc2cc(Cl)ccc2o1 | -10% | -1
Cc1nc2ccc(S(=O)(=O)NC(C(=O)N3CCn4c3nc3ccccc34)C(C)C)cc2s1 (configuration not stated) | 7%[9.22 µM] | 12
CCCCn1c(C)cc2c(c1=O)C1O[C@](CCCC)(Cc3cc(C#N)ccc31)O2 | -12%[9.22 µM] | 7

As entered above:
Lipid storage S3, Cc1ccccc1-c1nc2cc(Cl)ccc2o1 reads -10%
Lipid storage S3 cell count max, Cc1ccc2nc3n(c(=O)c2c1)-c1ccc(Cl)cc1C(=O)NC3Cc1ccccc1 (configuration not stated) reads 5
Lipid storage S3, Cc1cc(NC(=O)c2ccc(S(=O)(=O)N3CCCC3)cc2)nc2c1c(=O)oc1ccccc12 reads -7%
Lipid storage S3, CCC(CC)C(=O)Nc1nnc(S(=O)(=O)N2CCCCCC2)s1 reads 8%
Lipid storage S3, Cc1ccc(CSCC(=O)NCc2cccs2)cc1 reads 0%

New compounds follow.
Structure | Lipid storage S3 | Lipid storage S3 cell count max
Cc1ccc(SCC(=O)Nc2ccc(C(=O)Nc3ccc(O)cc3)cc2)cc1 | 6% | -1
CCOC(=O)C1=C(C)NC2=C(C(=O)CCC2)C1c1cccnc1 (configuration not stated) | -15% | 6
O=C(c1ccc(S(=O)(=O)N2CCOCC2)cc1)N1CCN(c2ccc(F)cc2)CC1 | 12% | -3
COc1ccccc1NC(=O)CSc1nnc(Cc2ccccc2)o1 | ? | .
O=C(NCCCN1CCCCC1)C1CCCN(c2ncnc3c2nc2n3CCCCC2)C1 (configuration not stated) | 29µM* | -5.0*
Cc1ccc(NC(=O)CCn2ccc([N+](=O)[O-])n2)nc1 | ? | .
O=C(NC1CC1)C1=C[C@@H](c2coc3ccccc3c2=O)C[C@@H](OCc2ccc(CO)cc2)O1 | ? | .
Cc1[nH]n(-c2ccc(Cl)cc2)c(=O)c1C=Nc1ccc(S(=O)(=O)N2CCOCC2)cc1 | ? | .
CCCNC(=O)Nc1nc(CC(=O)OCC)cs1 | -1% | -17
Cc1oc(-c2ccccc2F)nc1CS(=O)CC(=O)NCCN1CCCCC1C (configuration not stated) | i | 6
CCNS(=O)(=O)c1ccc(CCC(=O)NCCC2=CCCCC2)cc1 | 10% | 6
CS(=O)(=O)C1=NSC2=NC(=O)/C(=C\c3cccn3-c3ccccc3Cl)C(=N)N21 | ? | .
CNC(=O)C(C)NS(=O)(=O)c1ccc(F)cc1 (configuration not stated) | ? | .
Cc1cc(O)c(C(C[N+](=O)[O-])c2ccc(Cl)cc2Cl)c(=O)o1 (configuration not stated) | ? | .

Looked up one by one from the entries so far:
Structure | Lipid storage S3 | Lipid storage S3 cell count max
CC(=O)c1cc(C#N)c(NCc2ccccc2)nc1C | 20%[9.22 µM] | -5
O=C(NC1CC1)C1=C[C@@H](c2coc3ccccc3c2=O)C[C@@H](OCc2ccc(CO)cc2)O1 | ? | .
